High-throughput results from PubChem.
AMPAR-TARP mod – GluA2-stargazin AMPA receptor complex modulation; HEK293 GluA2+stargazin, membrane potential dye (FDSS), glutamate EC50; hits were called plate by plate, in both directions; O88602+P19491; calls only at 30 µM; 3.5% of 40,000 active;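 active = any of four per-well response measures lying three or more SD from its plate-wide compound average, in either direction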
Target sequence (O88602 whole entry, looked up): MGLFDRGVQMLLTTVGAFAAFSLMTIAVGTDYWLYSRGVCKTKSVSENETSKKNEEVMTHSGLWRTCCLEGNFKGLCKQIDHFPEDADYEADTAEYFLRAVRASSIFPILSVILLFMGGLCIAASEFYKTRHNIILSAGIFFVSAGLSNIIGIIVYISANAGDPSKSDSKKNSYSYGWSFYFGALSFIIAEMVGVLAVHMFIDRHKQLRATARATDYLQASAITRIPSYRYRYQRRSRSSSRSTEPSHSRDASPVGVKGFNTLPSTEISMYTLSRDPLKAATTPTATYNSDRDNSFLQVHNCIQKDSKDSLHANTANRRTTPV
Target sequence (P19491 whole entry, looked up): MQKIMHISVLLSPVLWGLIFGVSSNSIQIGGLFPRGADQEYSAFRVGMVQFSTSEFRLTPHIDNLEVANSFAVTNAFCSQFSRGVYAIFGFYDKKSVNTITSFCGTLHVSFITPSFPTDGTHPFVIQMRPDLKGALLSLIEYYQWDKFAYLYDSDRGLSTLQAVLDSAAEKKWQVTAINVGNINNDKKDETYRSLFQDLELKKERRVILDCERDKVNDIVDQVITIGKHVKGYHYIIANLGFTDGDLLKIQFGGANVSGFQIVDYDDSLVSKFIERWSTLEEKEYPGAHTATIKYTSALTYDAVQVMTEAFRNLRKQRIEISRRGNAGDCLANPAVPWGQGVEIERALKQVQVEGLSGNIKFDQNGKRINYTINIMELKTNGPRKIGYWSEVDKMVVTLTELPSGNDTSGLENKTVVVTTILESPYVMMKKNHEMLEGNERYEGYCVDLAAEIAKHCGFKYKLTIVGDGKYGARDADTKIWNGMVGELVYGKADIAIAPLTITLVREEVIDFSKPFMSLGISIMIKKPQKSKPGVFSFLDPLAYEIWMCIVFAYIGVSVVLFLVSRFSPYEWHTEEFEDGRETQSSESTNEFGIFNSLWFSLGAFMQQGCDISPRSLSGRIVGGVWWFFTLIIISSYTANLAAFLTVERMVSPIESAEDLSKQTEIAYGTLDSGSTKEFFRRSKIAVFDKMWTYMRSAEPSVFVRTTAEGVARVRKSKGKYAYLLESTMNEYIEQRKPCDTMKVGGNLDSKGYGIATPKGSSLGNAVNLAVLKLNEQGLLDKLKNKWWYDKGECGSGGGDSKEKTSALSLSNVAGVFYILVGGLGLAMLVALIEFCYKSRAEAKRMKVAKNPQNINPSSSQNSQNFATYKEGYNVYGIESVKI
AMPAR-TARP mod agonism max-min – further read-out of AMPAR-TARP mod, marked with its call; compound max-min signal; compound-alone response (agonism);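 unitless range of fluorescence divided by baseline over first 100 seconds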
AMPAR-TARP mod glutamate slope – also measured in AMPAR-TARP mod; calls as there; glutamate slope, % of max; measured here: glutamate response slope, % max;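 scaled per plate between vehicle wells and maximal 1 mM glutamate control wells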
An asterisk follows results filed as active; i = inactive; + = active, no number; & = joins results of further samples. This is a subset; the hit share may differ from the screen's.

SMILES | AMPAR-TARP mod | AMPAR-TARP mod agonism max-min | AMPAR-TARP mod glutamate slope
Cc1oc2cc(OCC(N)=O)ccc2c(=O)c1-c1ccccc1 | i | 0.06 | 62
Cc1cc2c(SCC(=O)Nc3ccccc3[N+](=O)[O-])ncnc2s1 | i | 0.13 | 57
CCc1cc(CC)n(-c2nc3c(c(=O)n(Cc4ccc(OC)cc4)c(=O)n3C)n2C)n1 | i | 0.074 | 40
O=C(c1cnccn1)N1CC(C(=O)N2CCN(c3cccc(C(F)(F)F)c3)CC2)C1 | i | 0.057 | 58
CCNc1nn(CC(=O)Nc2ccc(OC)cc2)c(N)c1-c1nc(-c2ccccc2C)no1 | i | 0.14 | 47
O=C(CSc1nccn(-c2ccc(Cl)cc2)c1=O)c1ccccc1 | i | 0.079 | 49
N#C/C(C(=O)NCc1ccco1)=c1/s/c(=C/c2ccncc2)c(=O)n1-c1ccccc1 | i | 0.1 | 44
O=C1CN(C(=O)C2CCCO2)c2ccccc2N1 (stereo not given) | i | 0.12 | 57
CCOc1ccc(C(C)C)cc1S(=O)(=O)NCCOc1ccc(-c2ccccc2)nn1 | + | 0.11* | 58*
COc1ccc(-c2nnc(NC(=O)c3ccc([N+](=O)[O-])s3)o2)cc1OC | i | 0.13 | 59
CN(C)C(CNC(=O)c1ccc([N+](=O)[O-])cc1)c1ccc(F)cc1 (stereo not given) | i | 0.088 | 59
CCOc1cc(C(=O)Nc2ccc3c(c2)CCCN3C(=O)C(C)C)cc(OCC)c1OCC | i | 0.12 | 60
Cc1ccc2nc3c(cc(C(=O)NCc4ccc5c(c4)OCO5)n3Cc3ccccc3)c(=O)n2c1 | i | 0.13 | 51
O=C(Cn1nc(-c2ccco2)c2sc(N3CCOCC3)nc2c1=O)Nc1ccc(F)cc1F | i | 0.085 | 49
Nc1c(C(=O)NCc2ccc(Cl)cc2)nnn1-c1ccc(F)cc1 | i | 0.16 | 55
CC1CS(=O)(=O)N(c2ccc(S(=O)(=O)N(C)Cc3ccccc3)cc2)C1=O (stereo not given) | i | 0.084 | 59
CCCN1CCCc2cc(CCNC(=O)C(=O)NCC)ccc21 | i | 0.091 | 4
Cn1cccc1C(CNS(=O)(=O)CCc1ccccc1)N1CCCC1 (stereo not given) | i | 0.056 | 50
Cc1cc(NC(=O)C(=O)NCCC2=CCCCC2)ccc1N1CCCC1=O | i | 0.046 | 42
COc1cc(C(=O)Nc2cccc(-n3c(C)nc4ccccc4c3=O)c2)cc(OC)c1OC | i | 0.079 | 5

Individual results from the list.
AMPAR-TARP mod glutamate slope with CCNc1nn(CC(=O)Nc2ccc(OC)cc2)c(N)c1-c1nc(-c2ccccc2C)no1 stands at 47
AMPAR-TARP mod agonism max-min with Cc1cc(NC(=O)C(=O)NCCC2=CCCCC2)ccc1N1CCCC1=O stands at 0.046

Later entries.
SMILES | AMPAR-TARP mod | AMPAR-TARP mod agonism max-min | AMPAR-TARP mod glutamate slope
CC(C)(C)NC(=O)N1CCC(CNS(=O)(=O)C2CC2)CC1 | i | 0.077 | 58
CSc1cccc(NC(=O)Cn2cc(-c3nc(-c4ccc(C)cc4)no3)c(=O)c3ccc(C)nc32)c1 | i | 0.05 | 39
CCc1nnsc1C(=O)Nc1c(C(=O)c2ccc(C)c(F)c2)oc2ccccc12 | i | 0.099 | 67
O=S(=O)(NCC1CCN(Cc2ccccc2)CC1)c1ccc(Cl)cc1 | i | 0.092 | 69
O=C(CSc1ccc(NC(=O)c2ccco2)nn1)NCC1CCCO1 (stereo not given) | i | 0.1 | 46
Cc1c(-c2n[nH]c(=S)n2C)sc2nc3n(c(=O)c12)CCC3 | i | 0.11 | 47
COc1cc(C(C)=O)ccc1OCC(O)Cn1nc(C)cc1C (stereo not given) | i | 0.11 | 72
O=C(NCc1nc(-c2ccccc2)no1)C(=O)Nc1ccc2c(c1)OCO2 | i | 0.1 | 48
COc1cc([N+](=O)[O-])ccc1NC(=O)c1ccno1 | i | 0.13 | 31
COc1ccc(NS(=O)(=O)c2ccc([N+](=O)[O-])cc2)cc1N1CCCC1=O | i | 0.098 | 50
CS(=O)(=O)c1ccc(CC(=O)Nc2cccc(Br)c2)cc1 | i | 0.15 | 63
Cc1cc(C(=O)Nc2sc3c(c2-c2nc4ccccc4s2)CCC(C)C3)on1 (stereo not given) | i | 0.047 | 38
COc1ccc(S(=O)(=O)N2CCSC2c2ccc(Br)cc2)cc1 (stereo not given) | i | 0.11 | 48
COc1ccc2c(CC(=O)NCCCn3ccnc3)cc(=O)oc2c1 | i | 0.081 | 49
COCCNC(=O)Cc1ccc(NC(=O)c2c(-c3ccccc3Cl)noc2C)cc1 | i | 0.099 | 62
CCOc1ccc(-n2nnnc2CN2CCN(S(=O)(=O)c3ccc(C)cc3)CC2)cc1 | i | 0.073 | 88
CC1CN(C(=O)Cc2cccc3ccccc23)c2ccccc2NC1=O (stereo not given) | i | 0.12 | 55
CCOc1ccccc1-c1nc(COC(=O)c2nnn(-c3ccc(C)c(F)c3)c2C)c(C)o1 | i | 0.082 | 77
Cc1nc2nc[nH]n2c(=O)c1CC(=O)O | i | 0.12 | 56
O=C(NCC1CCN(C(=O)COc2ccccc2)CC1)Nc1cccc(C(F)(F)F)c1 | + | 0.14* | 47*
N#Cc1nc(-c2ccc(S(=O)(=O)N3CCCCCC3)cc2)oc1NCCCN1CCOCC1 | i | 0.16 | 52
COC(=O)c1ccsc1N1C(=O)C=CC1=O | i | 0.039 | 58
COCCN1CCC(CNC(=O)c2ccccc2Cl)CC1 | i | 0.042 | 40
O=C(CSc1cc(=O)n(-c2ccccc2)nc1C(=O)O)Nc1ccc(C(F)(F)F)cc1 | i | 0.04 | 27
COc1cc(OC)cc(C(=O)Nc2ccc(OC(C)C)cc2)c1 | i | 0.13 | 66
COc1ccc(NC(=O)Nc2ccc(CN3CCN(c4ccccn4)CC3)cc2)cc1 | i | 0.072 | 40
CC(C)OCCCNC(=O)C(=O)Nc1c2c(nn1-c1ccc(F)cc1)CS(=O)(=O)C2 | i | 0.099 | 49
CCOc1cn(-c2ccc(F)cc2)nc1C(=O)N1CCCCC1 | i | 0.073 | 60
Cc1ccc2nc(NC(=O)CSc3nc(=O)n(N4CCN(C)CC4)c4c3CCCC4)sc2c1 | i | 0.068 | 41
COc1cn(CC(=O)Nc2ccc(NC(C)=O)cc2)c(CSc2nnc(C)s2)cc1=O | i | 0.029 | 59
C=CCNC(=S)NC(=O)c1oc2ccccc2c1C | i | 0.074 | 6
COC(=O)c1sccc1S(=O)(=O)NCCC(O)c1ccco1 (stereo not given) | i | 0.15 | 46
Cc1nn(C2CCS(=O)(=O)C2)c(C)c1CC(=O)NCc1nc(-c2ccccc2)no1 (stereo not given) | i | 0.1 | 50
CC(Oc1ccccc1)C(=O)N1CCN(c2nccn2C)CC1 (stereo not given) | i | 0.065 | 63
COc1ccc(C(=O)/C=C/c2ccccc2Cl)c(O)c1 | i | 0.12 | 57
O=C(Nc1cc(-c2ccco2)nn1CCO)c1cc(=O)c2ccccc2o1 | i | 0.14 | 60
Cc1ccc(Oc2cccc(C(=O)Nc3ccc(-c4csc(C)n4)cc3)c2)nn1 | i | 0.067 | 65
CC1CCCN(C(=O)c2nc(-c3cnccn3)no2)C1 (stereo not given) | i | 0.14 | 50
O=C(Nc1ccccc1)c1ccc(=O)n(CC(=O)N2CCc3ccccc32)n1 | i | 0.03 | 35
COCCn1c(N)c(S(=O)(=O)c2ccc(OC)cc2)c2nc3ccccc3nc21 | i | 0.12 | 59
CNC(=O)CCNS(=O)(=O)c1ccc(OC)c(N(C)S(C)(=O)=O)c1 | i | 0.068 | 62
Cc1cc(C)n(-c2nc3c(c(=O)n(CC(N)=O)c(=O)n3C)n2CCCc2ccccc2)n1 | i | 0.06 | 57
CCc1ccccc1NC(=O)c1cc2c(n(-c3ccc(Cl)c(Cl)c3)c1=O)CC(C)(C)CC2=O | i | 0.042 | 48
COc1cn(CC(=O)N2CCCc3ccccc32)c(CSc2ccc(Cl)cc2)cc1=O | i | 0.057 | 55
COC(=O)c1cc(C)ccc1NC(=O)C1(C)Cc2ccccc2C(=O)O1 (stereo not given) | i | 0.072 | 75
O=C(Cc1ccc(NS(=O)(=O)c2ccc(F)cc2)cc1)N1CCOCC1 | i | 0.087 | 65
COc1ccc(CCNC(=O)Cn2nc(-c3cc(C)ccc3C)ccc2=O)cc1OC | i | 0.09 | 90
CCOC(=O)C1CCCN(CC(O)COc2ccc(C(=O)CC)cc2)C1 (stereo not given) | i | 0.023 | 37
CC(C)S(=O)(=O)c1ccc(C(=O)Nc2ccc(O)c(-c3nc4ccccc4s3)c2)cc1 | i | 0.081 | 58
CCOc1ccccc1-n1nnnc1SCC(=O)Nc1ccccc1C | i | 0.056&0.03 | 51&115
COc1cccc(NC(=O)N2CCN(c3nc4c(OC)ccc(C)c4s3)CC2)c1OC | i | 0.12 | 67
O=C1CC(c2noc(CN3CCN(c4ccccc4Cl)CC3)n2)CN1c1ccccc1 (stereo not given) | i | 0.098 | 64
O=C(Cn1c(-c2cnccn2)nc2ccccc21)NCCc1c[nH]c2ccccc12 | i | 0.18 | 61
CCOC(=O)Cc1csc(NC(=O)Cc2cc(-c3ccc(OC)cc3)on2)n1 | i | 0.055 | 33
Cc1cccc(CC(=O)NCCNC(=O)c2ccc(NC(=O)C3CC3)cc2)c1 | i | 0.091 | 55
CCOC(=O)C(=O)Nc1cc2c3c(c1)C(C)C(=O)N3CCC2 (stereo not given) | i | 0.048 | 60
CCOc1ccccc1N1C(=S)NC2CC1(C)Oc1c(OC)cccc12 (stereo not given) | i | 0.06 | 65
O=C(NCC1CCN(C(=O)Nc2ccc(F)cc2)CC1)c1ccco1 | i | 0.042 | 50
Cc1ccc(NC(=O)C(=O)NCC2CCN(Cc3ccco3)CC2)cc1F | i | 0.07 | 54
COc1cc(NC(=O)c2ccc3c(c2)OCO3)ccc1N1CCCCC1=O | i | 0.085 | 52
(list continues)
SMILES | AMPAR-TARP mod | AMPAR-TARP mod agonism max-min | AMPAR-TARP mod glutamate slope
CC(=O)c1ccc(S(=O)(=O)NCCn2nc(-c3ccc(Cl)cc3)ccc2=O)cc1 | i | 0.086 | 57
COCCNC(=O)C(=O)Nc1ccc(N2CCCS2(=O)=O)cc1 | i | 0.029 | 46
COc1ccc(C(=O)c2c(N)c(C#N)c3ccccn23)cc1 | i | 0.096 | 63
Cc1cc(N2CCN(c3ccccc3Cl)CC2)nc(-n2cc([N+](=O)[O-])cn2)n1 | i | 0.1 | 63
C=CCn1c(=O)c2c(nc3oc(-c4ccccc4)cn32)n(C)c1=O | i | 0.11 | 66
COc1ccccc1OCC(=O)Nc1ccc(N2CCCC2=O)c(OC)c1 | i | 0.098 | 53
Cc1cc(C(=O)Nc2nc3ccc(S(N)(=O)=O)cc3s2)on1 | i | 0.1 | 37
CC(C)S(=O)(=O)c1ccc(CC(=O)Nc2ccc3c(c2)N(C(=O)C2CC2)CC3)cc1 | i | 0.11 | 53
COC(=O)c1sccc1S(=O)(=O)N1CCN(Cc2ccc3c(c2)OCO3)CC1 | i | 0.052 | 56
O=C(NCC1(O)CCCC1)C1CC(=O)N(c2ccccc2)C1 (stereo not given) | i | 0.076 | 68
O=S(=O)(NCCOc1ccc(-c2ccccc2)nn1)c1ccc(Br)cc1 | i | 0.048 | 63
Cc1c(C(=O)Nc2sc3c(c2C#N)CCCC3)nnn1-c1ccccc1 | i | 0.073&0.026 | 47&106
Cn1nc(-c2cccc(NS(=O)(=O)c3cccc([N+](=O)[O-])c3)c2)ccc1=O | i | 0.064 | 69
O=C(Nc1cccc(Cl)c1)Nc1cccc(-c2cnc3n2CCC3)c1 | i | 0.19 | 65
Cc1ccc(C)c(S(=O)(=O)N2CCCOC2CNC(=O)C(=O)NCCCN2CCOCC2)c1 (stereo not given) | i | 0.11 | 56
COc1ccc(CC(=O)NCC(C)(O)C2CC2)cc1OC (stereo not given) | i | 0.1 | 66
Cc1cccc(NC(=O)Cc2cc(-c3cccs3)on2)c1C | i | 0.057 | 58
O=C(/C=C/c1cccs1)NCCCn1cccc1 | i | 0.11 | 70
CC(O)(CNC(=O)C12CC3CC(CC(C3)C1)C2)c1ccc2c(c1)OCO2 (stereo not given) | i | 0.098 | 52
COCC(C)(O)CNC(=O)COc1ccccc1C (stereo not given) | i | 0.11 | 57
Cc1ccccc1OCC(=O)NCC1CCN(S(C)(=O)=O)CC1 | i | 0.059 | 47
CCN1C(=S)NC2CC1(C)Oc1ccc(F)cc12 (stereo not given) | i | 0.081 | 64
COc1cc(-c2noc(-c3cc(-c4ccccc4)n[nH]3)n2)cc(OC)c1OC | i | 0.11 | 64

Entries above with a Cl atom, in the order listed:
SMILES | AMPAR-TARP mod | AMPAR-TARP mod agonism max-min | AMPAR-TARP mod glutamate slope
O=C(CSc1nccn(-c2ccc(Cl)cc2)c1=O)c1ccccc1 | i | 0.079 | 49
Nc1c(C(=O)NCc2ccc(Cl)cc2)nnn1-c1ccc(F)cc1 | i | 0.16 | 55
O=S(=O)(NCC1CCN(Cc2ccccc2)CC1)c1ccc(Cl)cc1 | i | 0.092 | 69
COCCNC(=O)Cc1ccc(NC(=O)c2c(-c3ccccc3Cl)noc2C)cc1 | i | 0.099 | 62
COCCN1CCC(CNC(=O)c2ccccc2Cl)CC1 | i | 0.042 | 40
COc1ccc(C(=O)/C=C/c2ccccc2Cl)c(O)c1 | i | 0.12 | 57
CCc1ccccc1NC(=O)c1cc2c(n(-c3ccc(Cl)c(Cl)c3)c1=O)CC(C)(C)CC2=O | i | 0.042 | 48
COc1cn(CC(=O)N2CCCc3ccccc32)c(CSc2ccc(Cl)cc2)cc1=O | i | 0.057 | 55
O=C1CC(c2noc(CN3CCN(c4ccccc4Cl)CC3)n2)CN1c1ccccc1 (stereo not given) | i | 0.098 | 64
CC(=O)c1ccc(S(=O)(=O)NCCn2nc(-c3ccc(Cl)cc3)ccc2=O)cc1 | i | 0.086 | 57
Cc1cc(N2CCN(c3ccccc3Cl)CC2)nc(-n2cc([N+](=O)[O-])cn2)n1 | i | 0.1 | 63
O=C(Nc1cccc(Cl)c1)Nc1cccc(-c2cnc3n2CCC3)c1 | i | 0.19 | 65
